NSD2 block = inhibitors of human NSD2, primary screen, biochemical, plate reader, single point; actives 0.07% (n = 44,000); Histone-lysine N-methyltransferase NSD2 (Homo sapiens), O96028; NSD2-SET H3K36me1 DELFIA fluorescence; inhibition, % at 12.5 µM; in the data active = inhibition above about 54%, passing the limit was not always enough; inconclusive = no clear call, values can overlap the other calls;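 note: inhibitors reduce the monomethyl H3K36 fluorescence signal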
Target sequence (O96028 whole entry, looked up): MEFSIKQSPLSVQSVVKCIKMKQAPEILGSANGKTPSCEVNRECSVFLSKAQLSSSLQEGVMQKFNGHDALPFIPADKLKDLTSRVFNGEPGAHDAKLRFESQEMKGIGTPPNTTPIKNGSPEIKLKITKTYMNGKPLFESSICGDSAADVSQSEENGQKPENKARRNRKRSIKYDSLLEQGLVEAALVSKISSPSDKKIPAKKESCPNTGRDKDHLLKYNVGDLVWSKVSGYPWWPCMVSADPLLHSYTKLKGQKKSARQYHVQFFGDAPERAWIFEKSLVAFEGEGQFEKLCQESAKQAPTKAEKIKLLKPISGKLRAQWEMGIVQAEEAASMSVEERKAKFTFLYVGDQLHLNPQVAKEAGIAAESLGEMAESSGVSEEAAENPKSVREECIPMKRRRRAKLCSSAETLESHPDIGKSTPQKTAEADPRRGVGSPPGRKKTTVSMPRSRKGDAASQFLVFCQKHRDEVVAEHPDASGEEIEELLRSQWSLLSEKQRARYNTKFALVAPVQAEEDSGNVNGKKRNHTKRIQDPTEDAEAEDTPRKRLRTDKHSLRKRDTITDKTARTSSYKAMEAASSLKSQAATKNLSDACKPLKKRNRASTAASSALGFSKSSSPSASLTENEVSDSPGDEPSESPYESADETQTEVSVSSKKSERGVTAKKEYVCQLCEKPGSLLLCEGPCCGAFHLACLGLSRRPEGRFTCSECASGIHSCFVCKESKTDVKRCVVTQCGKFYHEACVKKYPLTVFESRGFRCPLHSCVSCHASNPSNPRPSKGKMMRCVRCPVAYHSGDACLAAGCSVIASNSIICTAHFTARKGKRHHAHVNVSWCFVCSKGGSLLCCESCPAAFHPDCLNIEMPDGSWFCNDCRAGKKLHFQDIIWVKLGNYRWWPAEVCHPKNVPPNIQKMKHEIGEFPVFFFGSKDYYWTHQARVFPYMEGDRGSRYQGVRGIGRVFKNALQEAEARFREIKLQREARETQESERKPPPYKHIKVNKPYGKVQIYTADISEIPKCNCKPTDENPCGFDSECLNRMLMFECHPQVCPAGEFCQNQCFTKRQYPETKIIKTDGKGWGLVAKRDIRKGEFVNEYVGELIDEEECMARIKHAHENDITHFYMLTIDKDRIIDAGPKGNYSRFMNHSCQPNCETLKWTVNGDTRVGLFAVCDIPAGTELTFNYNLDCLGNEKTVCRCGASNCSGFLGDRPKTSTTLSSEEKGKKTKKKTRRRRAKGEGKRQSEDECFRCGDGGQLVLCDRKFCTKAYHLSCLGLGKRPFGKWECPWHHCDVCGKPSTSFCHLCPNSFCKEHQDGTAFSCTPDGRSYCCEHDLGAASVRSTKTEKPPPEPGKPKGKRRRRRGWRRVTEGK
The depositor's hits bear a star; i = inactive; ? = inconclusive. A portion of the library; count on the stated rates, not on these rows.

The opening 5 records, to show the layout:
SMILES	NSD2 block
COc1ccc(CN(C)C[C@H]2Oc3ccc(NC(=O)CCC(F)(F)F)cc3C(=O)N([C@H](C)CO)C[C@@H]2C)cc1	0
COc1ccc(NC(=O)Nc2ccc3c(c2)[C@@H]2C[C@H](CC(=O)N4CCN(C)CC4)O[C@@H](CO)[C@@H]2O3)cc1	6
OCc1ccc(-c2nn(Cc3ccccc3)c3ccccc23)o1	0
Cc1ccc(S(=O)(=O)N(C)C[C@@H]2OCCCC[C@@H](C)Oc3ccc(NC(=O)Nc4c(C)noc4C)cc3C(=O)N([C@@H](C)CO)C[C@@H]2C)cc1	0
Cc1ccc(S(=O)(=O)N(C)C[C@H]2OCCCC[C@H](C)Oc3ccc(NC(=O)NC(C)C)cc3C(=O)N([C@H](C)CO)C[C@H]2C)cc1	0

The whole of this part, previewed entries included:
SMILES	NSD2 block
COc1ccc(CN(C)C[C@H]2Oc3ccc(NC(=O)CCC(F)(F)F)cc3C(=O)N([C@H](C)CO)C[C@@H]2C)cc1	0
COc1ccc(NC(=O)Nc2ccc3c(c2)[C@@H]2C[C@H](CC(=O)N4CCN(C)CC4)O[C@@H](CO)[C@@H]2O3)cc1	6
OCc1ccc(-c2nn(Cc3ccccc3)c3ccccc23)o1	0
Cc1ccc(S(=O)(=O)N(C)C[C@@H]2OCCCC[C@@H](C)Oc3ccc(NC(=O)Nc4c(C)noc4C)cc3C(=O)N([C@@H](C)CO)C[C@@H]2C)cc1	0
Cc1ccc(S(=O)(=O)N(C)C[C@H]2OCCCC[C@H](C)Oc3ccc(NC(=O)NC(C)C)cc3C(=O)N([C@H](C)CO)C[C@H]2C)cc1	0
C[C@H](CO)N1C[C@H](C)[C@@H](CN(C)Cc2ccc(Cl)c(Cl)c2)Oc2c(cccc2N(C)C)C1=O	4
C[C@H]1CN([C@@H](C)CO)S(=O)(=O)c2ccc(-c3cccc(F)c3)cc2O[C@H]1CN(C)S(=O)(=O)c1ccccc1	-2
C[C@H]1CN([C@@H](C)CO)C(=O)c2cc(C3=CCCCC3)cnc2O[C@H]1CN(C)Cc1ccccn1	3
COCC#Cc1ccc2c(c1)O[C@@H](CN(C)S(=O)(=O)c1ccc(OC)cc1)[C@@H](C)CN([C@@H](C)CO)S2(=O)=O	3
C[C@@H]1CCCCO[C@@H](CN(C)Cc2ccc3c(c2)OCO3)[C@@H](C)CN([C@H](C)CO)C(=O)c2cc(NS(=O)(=O)c3ccc(F)cc3)ccc2O1	i
C[C@@H]1CCCCO[C@@H](CN(C)C(=O)c2ccccc2)[C@H](C)CN([C@H](C)CO)C(=O)c2cc(NC(=O)Nc3ccc4c(c3)OCO4)ccc2O1	0
CNC[C@@H]1Oc2ccc(NC(=O)NC(C)C)cc2C(=O)N([C@@H](C)CO)C[C@@H]1C	6
CC(C)NC(=O)N(C)C[C@@H]1Oc2c(NC(=O)c3ccncc3)cccc2C(=O)N([C@H](C)CO)C[C@@H]1C	6
C[C@@H]1CCCCO[C@H](CN(C)CC2CC2)[C@H](C)CN([C@H](C)CO)C(=O)c2cc(NS(=O)(=O)c3ccc(F)cc3)ccc2O1	-3
C[C@@H]1CN([C@H](C)CO)C(=O)c2cccc(NC(=O)Nc3ccc(F)cc3)c2O[C@@H]1CN(C)S(=O)(=O)c1ccc(F)cc1	-4
Cc1cccc(C)c1Nc1c(-c2ccsc2)nc2sccn12	-3
C[C@@H]1CN([C@@H](C)CO)C(=O)c2cc(/C=C/c3ccccc3)cnc2O[C@H]1CN(C)C(=O)Cc1ccccn1	-10
C[C@@H]1CCCCO[C@H](CN(C)C(=O)Nc2ccc(C(F)(F)F)cc2)[C@@H](C)CN([C@@H](C)CO)C(=O)c2cc(NC(=O)Nc3ccc(C(F)(F)F)cc3)ccc2O1	1
C[C@@H]1CN([C@H](C)CO)C(=O)c2cc(NS(C)(=O)=O)ccc2O[C@@H]1CN(C)C(=O)Nc1cccc2ccccc12	-3
Cc1ccc(C2=CC(c3ccccc3)SC(N)=N2)cc1 (stereo not drawn)	8
C[C@H]1CN([C@@H](C)CO)S(=O)(=O)c2ccc(C#Cc3ccccn3)cc2O[C@H]1CN(C)C(=O)C1CC1	-2
COc1ccc(S(=O)(=O)Nc2ccc3c(c2)[C@@H]2C[C@H](CC(=O)N(C)C)O[C@@H](CO)[C@@H]2O3)cc1	-1
C[C@H](CO)N1C[C@H](C)[C@@H](CN(C)C)Oc2ccc(NC(=O)CCN3CCOCC3)cc2CC1=O	1
COc1ccc(NC(=O)Nc2ccc3c(c2)C(=O)N([C@@H](C)CO)C[C@H](C)[C@@H](CN(C)C(=O)c2ccccc2)OCCCC[C@H](C)O3)cc1	10
Cc1cc(C(=O)Nc2cccc3c2O[C@@H](CN(C)S(=O)(=O)c2cccs2)[C@H](C)CN([C@@H](C)CO)C3=O)n(C)n1	3

Later entries
SMILES	NSD2 block
C[C@H](CO)N1C[C@H](C)[C@H](CN(C)C(=O)Nc2ccc(F)cc2)OCCCC[C@H](C)Oc2ccc(NC(=O)Nc3ccc4c(c3)OCO4)cc2C1=O	-11
COCC#Cc1ccc2c(c1)O[C@@H](CN(C)S(=O)(=O)c1ccc(F)cc1)[C@@H](C)CN([C@H](C)CO)S2(=O)=O	?
C[C@H](CO)N1C[C@H](C)[C@@H](CN(C)S(C)(=O)=O)Oc2ncc(-c3cccnc3)cc2C1=O	17
C[C@@H]1CN([C@@H](C)CO)C(=O)Cc2cc(NC(=O)Nc3cccc4ccccc34)ccc2O[C@H]1CN(C)C(=O)NC1CCCCC1	-6
C[C@H]1CN([C@@H](C)CO)C(=O)c2ccccc2-c2ccccc2CO[C@@H]1CN(C)Cc1ccc(C(=O)O)cc1	-6
C[C@H]1CN([C@@H](C)CO)S(=O)(=O)c2ccc(-c3cccc(C#N)c3)cc2O[C@@H]1CN(C)C(=O)C1CC1	-17
C[C@H](CO)N1C[C@H](C)[C@H](CN(C)C(=O)NC2CCCCC2)Oc2ccc(NC(=O)C3CC3)cc2C1=O	17
COc1ccc(NC(=O)Nc2ccc3c(c2)C(=O)N([C@@H](C)CO)C[C@H](C)[C@@H](CN(C)C(=O)CCC(F)(F)F)OCCCC[C@@H](C)O3)cc1	1
C[C@@H]1CN([C@H](C)CO)C(=O)c2cc(-c3cccc(C#N)c3)cnc2O[C@H]1CN(C)Cc1cncnc1	-3
C[C@H](CO)N1C[C@H](C)[C@@H](CN(C)Cc2ccccc2)OCCCC[C@H](C)Oc2ccc(NC(=O)Nc3ccc(F)cc3)cc2C1=O	-13
O=C(C[C@@H]1C[C@H]2c3cc(NC(=O)Nc4ccccc4F)ccc3O[C@H]2[C@H](CO)O1)NCc1ccc(Oc2ccccc2)cc1	-3
CC(=O)N(C)C[C@H]1Oc2cc(-c3ccccc3)ccc2S(=O)(=O)N([C@@H](C)CO)C[C@@H]1C	1
Cc1ccc(S(=O)(=O)N(C)C[C@@H]2OCCCC[C@H](C)Oc3ccc(NC(=O)c4ccncc4)cc3C(=O)N([C@@H](C)CO)C[C@H]2C)cc1	-3
CC(C)NC(=O)Nc1ccc2c(c1)C(=O)N([C@@H](C)CO)C[C@@H](C)[C@H](CN(C)C(=O)NC(C)C)OCCCC[C@H](C)O2	-1
C/C=C/c1cnc2c(c1)C(=O)N([C@H](C)CO)C[C@@H](C)[C@@H](CN(C)C(=O)C1CCOCC1)O2	-4
CNC[C@@H]1Oc2ncc(-c3ccc(OC)cc3)cc2C(=O)N([C@H](C)CO)C[C@H]1C	5
COc1ccc([Si](C)(C)[C@@H]2[C@@H](CCO)O[C@]3(C(=O)N(Cc4cccc(NC(=O)[C@H](C)O)c4)c4ccccc43)[C@H]2C)cc1	-6
C[C@H]1CN([C@@H](C)CO)C(=O)Cc2cc(NC(=O)C3CCCCC3)ccc2O[C@@H]1CN(C)C(=O)Nc1ccc(F)cc1	1
C[C@@H]1CN([C@@H](C)CO)C(=O)c2cc(NC(=O)C3CCCCC3)ccc2O[C@H]1CN(C)C(=O)Nc1ccccc1	1
C[C@@H]1CCCCO[C@H](CN(C)C)[C@H](C)CN([C@@H](C)CO)C(=O)c2cc(N(C)C)ccc2O1	-3
C[C@@H]1CCCCO[C@@H](CN(C)C(=O)Nc2ccc3c(c2)OCO3)[C@@H](C)CN([C@H](C)CO)C(=O)c2cc(NC(=O)Cc3ccccc3)ccc2O1	2
C[C@H](CO)N1C[C@H](C)[C@H](CN(C)Cc2ccccc2)Oc2ccc(NC(=O)Cc3ccccc3)cc2C1=O	1
C[C@H]1CN([C@@H](C)CO)S(=O)(=O)c2ccc(C#Cc3ccccc3F)cc2O[C@H]1CN(C)C(=O)Cc1cccnc1	4
C[C@@H]1CN([C@H](C)CO)C(=O)c2cccc(NS(=O)(=O)c3ccc(Cl)cc3)c2O[C@@H]1CN(C)Cc1ccc2c(c1)OCO2	-5
C[C@@H]1CN([C@H](C)CO)C(=O)Cc2cc(NC(=O)C3CC3)ccc2O[C@@H]1CN(C)Cc1ccc(C(=O)Nc2ccccc2N)cc1	-5

Reprinted from above for reference:
SMILES	NSD2 block
COc1ccc(CN(C)C[C@H]2Oc3ccc(NC(=O)CCC(F)(F)F)cc3C(=O)N([C@H](C)CO)C[C@@H]2C)cc1	0
COc1ccc(NC(=O)Nc2ccc3c(c2)[C@@H]2C[C@H](CC(=O)N4CCN(C)CC4)O[C@@H](CO)[C@@H]2O3)cc1	6

Random excerpt: 2 records from the list, in no set order.
SMILES	NSD2 block
C[C@H]1CN([C@@H](C)CO)C(=O)c2ccccc2-c2ccccc2CO[C@@H]1CN(C)Cc1ccc(C(=O)O)cc1	-6
C[C@H](CO)N1C[C@H](C)[C@@H](CN(C)Cc2ccc(Cl)c(Cl)c2)Oc2c(cccc2N(C)C)C1=O	4

The results go on.
SMILES	NSD2 block
CC(C)NC(=O)N(C)C[C@H]1Oc2ccc(NC(=O)C3CC3)cc2CC(=O)N([C@@H](C)CO)C[C@H]1C	-4
C[C@H]1CCCCO[C@H](CN(C)Cc2ccc3c(c2)OCO3)[C@@H](C)CN([C@@H](C)CO)C(=O)c2cc(NS(=O)(=O)c3ccccc3)ccc2O1	-16
C[C@@H]1CN([C@H](C)CO)C(=O)Cc2cc(NS(=O)(=O)c3ccc(F)cc3)ccc2O[C@H]1CN(C)CC1CCCCC1	-21
N#Cc1c(SCc2ccccc2Cl)nc2c(c1C(F)(F)F)CCc1occc1-2	3
COc1ccc(S(=O)(=O)N(C)C[C@@H]2OCCCC[C@H](C)Oc3ccc(NC(=O)Nc4ccc5c(c4)OCO5)cc3C(=O)N([C@H](C)CO)C[C@H]2C)cc1	1
C[C@@H]1CN([C@H](C)CO)C(=O)c2cc(NS(=O)(=O)c3cccs3)ccc2O[C@@H](C)CCCCO[C@H]1CN(C)S(=O)(=O)c1ccc(Cl)cc1	10
CC(C)NC(=O)Nc1ccc2c(c1)CC(=O)N([C@@H](C)CO)C[C@@H](C)[C@H](CN(C)CC1CC1)O2	-4
CCCNC(=O)C[C@H]1C[C@@H]2c3cc(NS(=O)(=O)c4ccccc4)ccc3O[C@@H]2[C@@H](CO)O1	4
CNC[C@@H]1Oc2ccc(NC(=O)Cn3cnnn3)cc2CC(=O)N([C@@H](C)CO)C[C@H]1C	-1
Cc1ccc(S(=O)(=O)Nc2ccc3c(c2)C(=O)N([C@@H](C)CO)C[C@H](C)[C@H](CN(C)Cc2ccc(C(=O)O)cc2)OCCCC[C@H](C)O3)cc1	-7
Cc1noc(C)c1NC(=O)Nc1ccc2c(c1)C(=O)N([C@H](C)CO)C[C@H](C)[C@@H](CN(C)S(=O)(=O)c1ccc(Cl)cc1)O2	-1
Cc1ccc(S(=O)(=O)N(C)C[C@@H]2Oc3ccc(NC(=O)CCCN(C)C)cc3C(=O)N([C@@H](C)CO)C[C@@H]2C)cc1	0
C[C@H](CO)N1C[C@H](C)[C@H](CN(C)Cc2ccc(C(F)(F)F)cc2)Oc2ccc(NS(=O)(=O)c3ccc(F)cc3)cc2C1=O	1
C[C@@H]1CN([C@H](C)CO)C(=O)c2cc(NC(=O)C3CCCCC3)ccc2O[C@@H]1CN(C)Cc1ccc(C(F)(F)F)cc1	-8
COCC(=O)Nc1ccc2c(c1)[C@@H]1C[C@H](CC(=O)N3CCc4ccccc4C3)O[C@@H](CO)[C@@H]1O2	-1
C[C@@H]1CCCCO[C@@H](CN(C)C(=O)Nc2ccc3c(c2)OCO3)[C@H](C)CN([C@@H](C)CO)C(=O)c2cc(NS(=O)(=O)c3ccc(F)cc3)ccc2O1	-6
COc1ccc(S(=O)(=O)Nc2ccc3c(c2)CC(=O)N([C@@H](C)CO)C[C@H](C)[C@H](CN(C)CC2CCCCC2)O3)cc1	-12
Cc1noc(C)c1S(=O)(=O)Nc1ccc2c(c1)C(=O)N([C@@H](C)CO)C[C@H](C)[C@H](CN(C)C)OCCCC[C@H](C)O2	1
C[C@@H]1CN([C@@H](C)CO)C(=O)c2cc(NC(=O)c3ccncc3)ccc2O[C@@H](C)CCCCO[C@H]1CN(C)C(=O)C1CCCCC1	-3
CC(C)NC(=O)N(C)C[C@H]1OCc2ccccc2-c2c(n(C)c3ccccc23)C(=O)N([C@H](C)CO)C[C@H]1C	1
Cc1noc(C)c1S(=O)(=O)Nc1cccc2c1O[C@H](CN(C)Cc1ccc(C(F)(F)F)cc1)[C@H](C)CN([C@H](C)CO)C2=O	-4
C[C@@H]1CN([C@@H](C)CO)C(=O)c2cc(C#CC3CCCCC3)cnc2O[C@@H]1CN(C)C(=O)Nc1ccccc1	-4
COCC(=O)Nc1ccc2c(c1)[C@H]1C[C@@H](CC(=O)NCc3ccccc3OC)O[C@H](CO)[C@H]1O2	-137
C[C@H]1CN([C@@H](C)CO)C(=O)Cc2cc(NC(=O)Nc3ccc(F)cc3)ccc2O[C@@H]1CN(C)Cc1ccc(Oc2ccccc2)cc1	-1
C[C@@H]1CN([C@H](C)CO)C(=O)c2cccc(N(C)C)c2O[C@@H]1CN(C)Cc1ccc(Cl)c(Cl)c1	1
C/C=C/c1ccc2c(c1)O[C@@H](CN(C)C(=O)c1ccc(F)cc1)[C@H](C)CN([C@@H](C)CO)S2(=O)=O	-11
C[C@@H]1CN([C@H](C)CO)S(=O)(=O)c2ccc(-c3cccc(C#N)c3)cc2O[C@H]1CN(C)C(=O)c1cccnc1	-3
C[C@@H]1CN([C@@H](C)CO)C(=O)Cc2cc(NS(=O)(=O)c3cccs3)ccc2O[C@H]1CN(C)C(=O)Nc1ccccc1	-10
